Bioassay records as filed in PubChem BioAssay.
UCHL1 inh = inhibitors of human UCHL1 deubiquitinase; Ubiquitin carboxyl-terminal hydrolase isozyme L1 (Homo sapiens), P09936; purified UCHL1, Ub-rhodamine cleavage fluorescence; inhibition, % at 20 µM; 0.2% of 47,000 active; AID 1645859, 2021
USP30 block = inhibitors of human USP30 deubiquitinase; purified USP30, Ub-rhodamine cleavage fluorescence; inhibition, % at 25 µM; 5.3% of 47,000 active
Target sequence (Q70CQ3 whole entry, looked up): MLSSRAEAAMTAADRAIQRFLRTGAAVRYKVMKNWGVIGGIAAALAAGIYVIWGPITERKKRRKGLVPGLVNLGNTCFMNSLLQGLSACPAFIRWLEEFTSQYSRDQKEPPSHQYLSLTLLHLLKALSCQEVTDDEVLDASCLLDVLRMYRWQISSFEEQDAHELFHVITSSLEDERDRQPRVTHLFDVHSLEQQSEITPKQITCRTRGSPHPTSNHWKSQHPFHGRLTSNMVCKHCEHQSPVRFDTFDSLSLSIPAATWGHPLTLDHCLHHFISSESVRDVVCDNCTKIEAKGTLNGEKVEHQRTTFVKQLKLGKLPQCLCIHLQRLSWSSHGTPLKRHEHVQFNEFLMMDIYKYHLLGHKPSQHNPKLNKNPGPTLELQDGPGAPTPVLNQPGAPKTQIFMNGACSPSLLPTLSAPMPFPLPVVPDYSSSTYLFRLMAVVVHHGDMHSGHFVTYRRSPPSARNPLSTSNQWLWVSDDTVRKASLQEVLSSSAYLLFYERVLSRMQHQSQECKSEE
USP8 block = inhibitors of human USP8 deubiquitinase. Ubiquitin carboxyl-terminal hydrolase 8 (Homo sapiens), P40818. purified USP8, Ub-rhodamine cleavage fluorescence, 30 min. inhibition, % at 20 µM. 4.2% of 47,000 active. AID 1645853, 2021
USP10 block = inhibitors of human USP10 deubiquitinase | 1.1% of 47,000 active | inhibition, % at 20 µM | purified USP10, Ub-rhodamine fluorescence, 60 min
USP7 block = inhibitors of human USP7 deubiquitinase | purified USP7, Ub-rhodamine cleavage fluorescence | inhibition, % at 20 µM | AID 1645854, 2021 | 0.3% of 47,000 active | Ubiquitin carboxyl-terminal hydrolase 7 (Homo sapiens), Q93009
USP28 block = inhibitors of human USP28 deubiquitinase | inhibition, % at 25 µM | purified USP28, Ub-rhodamine cleavage fluorescence, 30 min | Ubiquitin carboxyl-terminal hydrolase 28 (Homo sapiens), Q96RU2 | 3% of 47,000 active
OTUD3 block = inhibitors of human OTUD3 deubiquitinase. OTU domain-containing protein 3 (Homo sapiens), Q5T2D3. purified OTUD3, Ub-rhodamine fluorescence, 2 h. inhibition, % at 25 µM. 0.7% of 47,000 active. AID 1645858, 2021
Target sequence (Q5T2D3 whole entry, looked up, the tested form may be a part): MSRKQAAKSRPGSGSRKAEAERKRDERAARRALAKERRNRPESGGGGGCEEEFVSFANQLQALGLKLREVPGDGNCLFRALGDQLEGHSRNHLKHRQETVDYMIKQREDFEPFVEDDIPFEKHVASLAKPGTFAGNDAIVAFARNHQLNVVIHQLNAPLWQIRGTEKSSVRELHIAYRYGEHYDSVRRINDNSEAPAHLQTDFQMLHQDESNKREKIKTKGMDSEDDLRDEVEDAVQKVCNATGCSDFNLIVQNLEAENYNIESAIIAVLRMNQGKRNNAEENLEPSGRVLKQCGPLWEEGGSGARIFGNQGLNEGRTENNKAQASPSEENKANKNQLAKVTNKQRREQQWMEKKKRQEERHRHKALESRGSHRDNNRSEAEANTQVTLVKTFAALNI
USP17 inh = inhibitors of human USP17 deubiquitinase | inhibition, % at 50 µM | 6.5% of 47,000 active | AID 1645855, 2021 | Ubiquitin carboxyl-terminal hydrolase 17-like protein 5 (Homo sapiens), A8MUK1 | purified USP17, Ub-rhodamine cleavage fluorescence, 3 h
Active calls of the source: *; i = inactive. Cut-off read from the data, not from the text of the source: active = inhibition above about 30%; inactive = the rest.

Results follow in this order: UCHL1 inh	USP30 block	USP8 block	USP10 block	USP7 block	USP28 block	OTUD3 block	USP17 inh
Cc1cc(C)n2ncc(-c3nn4c(C(C)C)nnc4s3)c2n1
 : -47	i	-134	-6	-45	-56	-60	-74
COc1ccccc1NS(=O)(=O)c1cc(NC(=O)CCC(=O)c2ccc(F)cc2)ccc1C
 : -4	-103	-19	-6	-8	-17	-8	-121
COc1ccc(S(=O)(=O)N2CCC(n3cnnc3C3CC3)CC2)cc1
 : 0	15	1	0	3	1	6	-4
COc1ccc(C)cc1NC(=O)C(=O)NCC(c1cccnc1)N1CCc2ccccc2C1 (stereo not drawn)
 : -1	0	21	1	0	-2	-3	4
CN[C@@H]1[C@@H](O)[C@@H](O[C@H]2[C@H](O)[C@@H](O[C@H]3OC(CN)=CC[C@@H]3N)[C@H](N)C[C@@H]2N)OC[C@]1(C)O
 : -34	-361	-128	-6	-28	-66	-88	-107
CCn1c(=O)c2sccc2n2c(CCC(=O)N3CCC(Cc4ccccc4)CC3)nnc12
 : 0	14	-14	1	-1	7	0	-3
O=C(c1ccco1)N1CCCC2(C1)Nc1cccnc1NC2=NC1CCCC1 (stereo not drawn)
 : -5	i	-52	-12	-7	-225	-176	-156
Cc1nc(N2CCOCC2)cc(N2CCN(C(=O)c3cccs3)CC2)n1
 : -1	26	3	1	1	14	11	8
CC(=O)N1CCN(c2nc3c(s2)CC(C(=O)NCc2cc(C)ccc2C)CC3)CC1 (stereo not drawn)
 : -2	2	-5	-2	0	-4	-11	0
Cc1ccc(OCCSc2nnc(Cc3c(C)nc4ccccn4c3=O)n2C)cc1
 : -2	-21	4	-5	0	-9	-3	-1

The list continues.
Results follow in this order: UCHL1 inh	USP30 block	USP8 block	USP10 block	USP7 block	USP28 block	OTUD3 block	USP17 inh
Cc1ccc(CS(=O)c2nc3c(c(N4CCN(C)CC4)n2)CCCC3)cc1 (stereo not drawn)
 : 1	19	6	0	-1	11	8	9
O=C(NCc1ccc(N2CCOCC2)nc1)c1c(F)cccc1Cl
 : 2	-26	0	-2	6	-8	-1	-3
CCN1CCCC2(Cc3ccccc3CN(S(C)(=O)=O)C2)C1 (stereo not drawn)
 : -29	-172	-34	-3	-21	-57	-39	-39
Cc1cc(-c2noc(-c3ccoc3C)n2)c2ccccc2n1
 : -20	-93	37*	-4	-9	2	-2	4
c1ccc(-c2ccc(-c3nc(-c4ccncc4)no3)cc2)cc1
 : -2	-19	-1	-5	-3	-9	-18	-3
O=C(NC1CCCC1)N1C[C@H]2C[C@H]3[C@](C1)(CN(Cc1cccnc1)S3(=O)=O)O2
 : 4	0	-15	4	11	1	7	-26
O=C(Nc1cccnc1)C1Cn2ccnc2C2(CCN(Cc3ccccc3)CC2)O1 (stereo not drawn)
 : -3	-81	-47	-6	0	-27	-20	-32
O=C1N[C@H]2OCCC[C@H]2[C@H](c2ccc(C(=O)O)cc2)N1
 : 2	-9	12	1	6	0	8	0
O=C1Nc2ccccc2C12CCN(S(=O)(=O)c1ccccc1F)C2 (stereo not drawn)
 : -2	-25	-15	-3	-3	-16	-12	-15
O=C1CN(C(=O)COc2ccccc2F)c2ccccc2N1
 : -2	-17	-5	-5	-2	-13	-6	-11

Other entries:
Results follow in this order: UCHL1 inh	USP30 block	USP8 block	USP10 block	USP7 block	USP28 block	OTUD3 block	USP17 inh
CCCc1cc(C2CCCN2C(=O)Nc2cccc(C)c2)no1 (stereo not drawn)
 : 0	11	3	0	0	-4	-3	-5
Cc1ccccc1CN1CCN(Cc2c[nH]c3ccccc23)CC1
 : 6	8	14	0	7	10	-3	-2
CCOc1cc(CN2CCC(C(=O)NC(C)c3ccccc3)CC2)ccc1O (stereo not drawn)
 : 4	15	16	0	5	10	5	3
Cc1cccc(NC(=O)Nc2cnn(-c3ncncc3N3CCOCC3)c2)c1C
 : 0	1	-21	-1	-17	-15	-3	1
COCCn1cc(NC(=O)N2CCN(C)CC2)c2ccccc21
 : -140	-105	-14	-4	-133	-32	-29	-30
Cc1cccc(NC(=O)Cn2cc(-c3nc(C)no3)ccc2=O)c1
 : 2	17	18	1	4	17	23	20
CC1=C(c2ccc(C)cc2)S(=O)(=O)N=C1N1CCCN(C(=O)c2cccc(C#N)c2)CC1
 : 1	-15	-3	-1	-4	-9	-7	-5
Cc1ccc(/C=C/c2nc(Cn3cnc(S(=O)(=O)N4CCCCC4)c3)no2)cc1
 : -5	-51	-3	-2	-2	-9	-12	-7
O=C(Nc1c2c(nn1-c1ccc([N+](=O)[O-])cc1)CS(=O)(=O)C2)c1cccs1
 : 4	23	-62	5	-4	6	18	-5
Cc1nc(Sc2ncccn2)c(C#N)c(C)c1Br
 : -1	-10	-1	-1	-2	-2	-13	-8

Remaining list, next part.
Results follow in this order: UCHL1 inh	USP30 block	USP8 block	USP10 block	USP7 block	USP28 block	OTUD3 block	USP17 inh
Nc1ncc(-c2cccc(F)c2)c(C2CCCCN2C(=O)c2ccn[nH]2)n1 (stereo not drawn)
 : -1	-11	-2	0	-2	-6	-4	-10
COc1ccccc1-c1nnc(-c2ccc(-n3ccnc3)nc2)o1
 : 0	14	-2	1	-50	9	23	3
COc1ccc(CNC(=O)CCc2nc3c(C)nn(-c4ccccc4)c3n(C)c2=O)cc1
 : -3	-8	-30	1	-5	-9	-3	-3
COc1ccccc1-c1nnc(-c2cnc3onc(C4CC4)c3c2)o1
 : -1	-74	-13	-5	-45	-34	-21	-14
Cc1ccc(S(=O)(=O)N2CCCCC2)cc1NC(=O)COC(=O)c1ccccc1Nc1ccccc1
 : -1	5	-3	0	1	0	13	3
COc1cc(-c2nc3c(c(=O)c4ccccc4n3C)c(=O)n2Cc2ccco2)cc(OC)c1OC
 : 3	-18	29	0	3	0	3	-5
CS(=O)(=O)N1CC(C(=O)NCc2ccccc2)Oc2ccccc21 (stereo not drawn)
 : 0	-4	-3	0	-1	1	-4	-4
Cc1ccc(C(CNC(=O)COc2ccccc2C)N2CCCC2)o1 (stereo not drawn)
 : 0	-22	5	-1	-9	-4	3	-14
O=C(Nc1oc2ccccc2c(=O)c1-c1ccc2c(c1)OCO2)C1CCCCC1
 : 1	26	15	4	2	5	7	83*
CCCCC/C=C/C=C/C(=O)O
 : 0	0	0	0	-4	-7	-10	-6

Following part.
Results follow in this order: UCHL1 inh	USP30 block	USP8 block	USP10 block	USP7 block	USP28 block	OTUD3 block	USP17 inh
O=C(NC1CCN(c2cc(-c3ccc(Cl)cc3)[nH]n2)C1)c1ccccn1 (stereo not drawn)
 : 1	15	-105	0	-38	-7	-13	22
Cc1ncccc1NC(=O)c1ncn2c1CN(CC1CC1)S(=O)(=O)c1ccccc1-2
 : -3	-7	-109	-5	-1	-12	-4	-33
CCOc1ccc(C2c3[nH]c4ccccc4c3C[C@H]3C(=O)N(C4CCN(Cc5ccccc5)CC4)CC(=O)N23)cc1OC (stereo partly drawn)
 : -3	-32	2	-13	-6	-7	-9	-13
Cc1c2oc3c(C)ccc(C(=O)NC4C(=O)N[C@@H](C(C)C)C(=O)N5CCCC5C(=O)N(C)CC(=O)N(C)C(C(C)C)C(=O)OC4C)c3nc-2c(C(=O)NC2C(=O)N[C@H](C(C)C)C(=O)N3CCCC3C(=O)N(C)CC(=O)N(C)C(C(C)C)C(=O)OC2C)c(N)c1=O (stereo partly drawn)
 : 2	-112	17	-2	-15	-11	-24	62*
O=C(N[C@@H]1CN(Cc2nccs2)[C@@H]2COC[C@@H]21)C1CCC1
 : -3	-46	-56	-7	-3	-17	-15	-24
COc1cccc(-n2cc(C(=O)Nc3ccccc3C#N)c3ccccc3c2=O)c1
 : 3	25	10	0	3	4	9	-1
CC1(C(=O)NCc2ccccc2)CCC(=O)N1CCCc1ccccc1 (stereo not drawn)
 : 5	8	-13	2	3	-3	-2	-23
COc1ccc(N2CCN(CCCNC(=O)c3ccc4c(=O)n(CCc5ccccc5)c(=O)[nH]c4c3)CC2)cc1
 : 0	20	16	10	0	9	10	25
CCn1c(-c2cc(NC(=O)c3cnccn3)n[nH]2)cc2ccc(OC)cc21
 : 0	-24	-21	-4	-4	-3	-10	-15
Cn1cc(-c2ccncc2)cc1C(=O)N1CCN(c2ccccn2)CC1
 : -4	-4	-32	0	0	-17	-8	-8

The list goes on.
Results follow in this order: UCHL1 inh	USP30 block	USP8 block	USP10 block	USP7 block	USP28 block	OTUD3 block	USP17 inh
CCc1ccccc1NC(=O)Cn1ncc2c(N3CCCC3)ncnc21
 : 1	-22	-74	1	0	-5	0	-7
CNc1nc(C2CCCN(S(=O)(=O)C3CCCC3)C2)nc2c1CN(C)CC2 (stereo not drawn)
 : -8	-98	-13	-6	-1	-27	-22	-36
COCCCn1c(C(=O)Nc2cc(Cl)ccc2OC)cc2c(=O)n3cccc(C)c3nc21
 : -4	-14	-7	-4	-3	-18	-1	-33
COc1ccc(CN2CCN(C(C)c3nnc(-c4ccc(F)cc4)o3)CC2)cc1OC (stereo not drawn)
 : -2	-8	-18	-3	0	3	0	-1
CCc1ccccc1NC(=O)Cn1c(=O)n(C2CC2)c(=O)c2nscc21
 : -1	-1	12	-2	2	5	6	7
Cc1ccc(OCc2n[nH]c(=S)o2)cc1
 : -1	18	4	4	1	4	-4	19
COc1ccc(OC(=O)CN(c2cccc(C(F)(F)F)c2)S(=O)(=O)c2ccccc2)cc1
 : 2	9	-5	4	3	0	-4	5
COc1cccc(Nc2c(C(=O)N3CCOCC3)cnc3nc(C)ccc23)c1
 : 0	-110	-6	-5	0	-31	-12	-28
CCN(CC)C(=O)c1sc(NC(=O)/C=C/c2c(F)cccc2Cl)c(C#N)c1C
 : 7	-29	-4	16	8	17	23	62*
CCc1cc(C(c2ccncc2)N2CCN(C)CC2)c(NC(=O)c2ccccc2)s1 (stereo not drawn)
 : -4	-9	-25	-6	-5	-11	-16	-12

Rewritten with each value named: entries from further up
smiles: COc1ccc(OC(=O)CN(c2cccc(C(F)(F)F)c2)S(=O)(=O)c2ccccc2)cc1
  UCHL1 inh = 2
  USP30 block = 9
  USP8 block = -5
  USP10 block = 4
  USP7 block = 3
  USP28 block = 0
  OTUD3 block = -4
  USP17 inh = 5
smiles: COc1cccc(Nc2c(C(=O)N3CCOCC3)cnc3nc(C)ccc23)c1
  UCHL1 inh = 0
  USP30 block = -110
  USP8 block = -6
  USP10 block = -5
  USP7 block = 0
  USP28 block = -31
  OTUD3 block = -12
  USP17 inh = -28

The list goes on:
Results follow in this order: UCHL1 inh	USP30 block	USP8 block	USP10 block	USP7 block	USP28 block	OTUD3 block	USP17 inh
Cc1cc(C(=O)Nc2cnc(-c3cccc(Cl)c3)nc2)no1
 : -4	-29	9	7	1	-9	-13	-16
CC1CCC2C(C)(C)C(O)CCC2(C)C12Cc1c(cc3c(c1O)CN(CCCCC(=O)O)C3=O)O2 (stereo not drawn)
 : -14	-38	-63	-16	0	12	13	49*
COc1ccc(C(=O)OC(C)C(=O)NCC2CCCCC2)cc1S(=O)(=O)N1CCOCC1 (stereo not drawn)
 : -1	-6	-30	-1	-5	-11	-5	-15
Cc1nn(-c2ccccc2)c2c1C(C(=O)c1ccc(Cl)s1)CC(=O)N2 (stereo not drawn)
 : 3	11	10	1	-3	5	13	13
Cc1ccc(NC(=O)CSc2nnc(-c3cnccn3)n2Cc2ccco2)cc1C
 : -2	-3	13	1	-4	-1	0	29
Cc1ccn2cc(-c3ccc(NS(=O)(=O)c4ccccc4Cl)cc3)nc2n1
 : 0	-20	7	-1	5	-2	-10	27
COc1cccc(-n2c(O)c(C3NCCc4c3[nH]c3ccccc43)c(=O)[nH]c2=O)c1 (stereo not drawn)
 : -18	-173	-335	-7	-16	-17	-25	-61
CCc1ccccc1S(=O)(=O)N1CCN(c2nc3ccncc3n(C)c2=O)CC1
 : 0	8	-2	-3	0	-1	-14	-5
COc1cc(=O)n2c(c1C(=O)Nc1ccc(Cl)cc1C)CCCC2
 : -1	-5	-6	-1	-10	1	-1	-4
CCOc1cc(C2C3=C(CC(c4ccc(OC)cc4)CC3=O)Nc3ccccc3N2C(=O)CC(C)C)ccc1OCc1ccc(Cl)cc1 (stereo not drawn)
 : -2	17	1	0	7	-10	0	3

Going on with the list.
Results follow in this order: UCHL1 inh	USP30 block	USP8 block	USP10 block	USP7 block	USP28 block	OTUD3 block	USP17 inh
Cc1ncc(-c2cncc(CC3CCCN(C(=O)C(C)(C)C)C3)n2)n1C (stereo not drawn)
 : -1	-15	-139	-2	1	1	13	-27
CCOc1cccc(CN2Cc3cccc(OCC)c3OCC2=O)c1
 : 0	-18	-5	-1	-1	-3	1	0
O=C(Nc1ccc(Cl)cc1)Nc1nnc(CC(=O)N2CCOCC2)s1
 : 3	7	19	3	4	9	11	15
COc1cccc(C2c3[nH]c4ccccc4c3C[C@@H]3C(=O)N(CCN4CCOCC4)CC(=O)N23)c1OC (stereo partly drawn)
 : -2	-38	-5	-3	-6	-32	-17	-23
Cc1ccc(S(=O)(=O)C2CCN(C(=O)c3cnc4ccccc4n3)CC2)cc1
 : -4	-22	-48	-1	-1	-10	-10	-22
Cc1ccc2c(c1)C(=O)NC1(CCN(C(=O)NCc3ccccc3)CC1)N2C
 : -4	0	-7	-4	-9	-6	-1	-9
